Bioassay records from PubChem.
RBX1-CUL1 inh: human ROC1-CUL1 E3 ligase inhibition. in vitro K48 di-Ub FRET, acceptor:donor ratio, 45 min. 0.6% of 140,000 active. inhibition, % at 10 µM. P62877+Q13616. AID 1347404; in the data active = inhibition above about 25%
Target sequence (P62877 whole entry, looked up): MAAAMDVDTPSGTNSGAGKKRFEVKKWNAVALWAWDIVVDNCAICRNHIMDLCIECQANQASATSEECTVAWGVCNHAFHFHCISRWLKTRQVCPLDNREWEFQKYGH
Target sequence (Q13616 whole entry, looked up): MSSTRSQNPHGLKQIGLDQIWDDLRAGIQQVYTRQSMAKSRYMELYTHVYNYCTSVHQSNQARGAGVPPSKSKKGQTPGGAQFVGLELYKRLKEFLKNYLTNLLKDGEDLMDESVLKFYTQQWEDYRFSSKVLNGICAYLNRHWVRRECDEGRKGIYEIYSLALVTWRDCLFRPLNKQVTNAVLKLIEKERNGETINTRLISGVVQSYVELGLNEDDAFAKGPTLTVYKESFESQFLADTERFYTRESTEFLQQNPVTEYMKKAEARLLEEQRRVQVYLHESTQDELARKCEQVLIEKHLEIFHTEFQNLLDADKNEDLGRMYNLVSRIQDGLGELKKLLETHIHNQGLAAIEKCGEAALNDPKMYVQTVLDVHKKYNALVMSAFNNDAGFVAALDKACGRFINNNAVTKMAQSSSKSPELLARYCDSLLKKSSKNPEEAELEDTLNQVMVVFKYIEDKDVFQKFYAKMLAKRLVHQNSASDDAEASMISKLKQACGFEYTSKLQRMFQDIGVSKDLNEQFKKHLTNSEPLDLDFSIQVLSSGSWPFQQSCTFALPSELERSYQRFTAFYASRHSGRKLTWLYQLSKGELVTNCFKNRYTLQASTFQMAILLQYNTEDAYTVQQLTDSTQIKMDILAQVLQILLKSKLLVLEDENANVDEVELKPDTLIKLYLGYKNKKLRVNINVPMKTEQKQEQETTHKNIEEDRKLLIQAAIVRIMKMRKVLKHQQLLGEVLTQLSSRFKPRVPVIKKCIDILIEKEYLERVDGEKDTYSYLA
Numbers without * were called inactive. Not all compounds are listed; count on the stated rates, not on these rows.

SMILES | RBX1-CUL1 inh
CCc1cc(C(=O)O)c2c(c1)C(C)CC(C)(C)N2 (configuration not stated) | 5
CCCc1[nH]nc2c1C(c1cccc(Br)c1)C(C#N)C(=N)O2 (configuration not stated) | -2
Cc1ccc(NC(=O)c2cc3c(=O)[nH]c4ccccc4c3n2C)cc1F | -6
CN1CCCC2(CCN(C(=O)Cc3ccc4c(c3)OCO4)C2)C1=O (configuration not stated) | 1
CC1=Nc2nc(SCc3ccccc3F)nn2C(c2ccncc2)C1C(=O)Nc1ccccc1 (configuration not stated) | -11
CCc1ccc(CNC(=O)c2ccc3c(c2)nc2n3CCCCC2)cc1 | -8
Cc1cc(C)c2oc(-c3cccc(NC(=O)c4cc5ccccc5o4)c3)nc2c1 | -12
O=C(NCc1ccccc1)c1ccc2c(c1)CCN2S(=O)(=O)c1ccccc1 | -1
CCOC(=O)c1cccc(NC(=O)C2=C(C)C(=O)OC23CCCCC3)c1 | -9
O=C(O)C1CC=CCC1C(=O)Nc1ccccc1F (configuration not stated) | -4
O=C(NCCOC(=O)c1ccc(F)cc1)c1ccncc1 | 6
O=S(=O)(Nc1ccc(-c2cn3cccnc3n2)cc1)c1ccc(Cl)cc1 | 5
Cc1ccc(S(=O)(=O)c2nc(-c3ccco3)oc2SC(C)C)cc1 | -1
O=C(c1cc(F)c(F)cc1Cl)n1nnc2ccccc21 | -8
CCCNC(=O)c1ccc(Cn2c(SCC(=O)NC(C)C)nc3ccccc3c2=O)cc1 | -6
O=C(CCCCC(=O)NNC(=O)COc1ccccc1)NNC(=O)COc1ccccc1 | -2
CCc1ccc(-c2cc(C(=O)N3N=C(C(F)F)CC3(O)C(F)F)c3ccccc3n2)cc1 (configuration not stated) | -4
O=[N+]([O-])c1ccc(/C=N/Nc2ccccc2[N+](=O)[O-])s1 | -4
O=C1NCCN(Cc2ccccn2)C1CC(=O)N1CCC(c2ccccc2)CC1 (configuration not stated) | -7
COc1ccc(-c2cc(C(F)(F)F)nc(SCC(=O)Nc3ccc(C(C)=O)cc3)n2)cc1 | 5
CCOC(=O)c1oc2c(CN3CCCCC3C)c(O)ccc2c(=O)c1-c1ccc(OC)c(OC)c1 (configuration not stated) | 4
COc1ccc2nc3c(cc2c1)C(O)n1nc(-c2ccc(Cl)cc2)nc1S3 (configuration not stated) | 3
CSc1nnc(NC(=O)c2ccco2)s1 | 1
CCn1cc(C(=O)NC(=S)Nc2cccc(O)c2)cn1 | 4
CC(C)(C)C1CC=C2C(C#N)C(=N)C(C#N)(C#N)[C@H](c3ccc(OC(F)(F)F)cc3)[C@H]2C1 (some centres not stated) | -5
CN1/C(=C\C(=O)C(F)F)C(C)(C)c2ccccc21 | 3
O=C(NC1CCCC1)c1ccc(CSc2nc3ccncc3n2Cc2cccc(F)c2)cc1 | 4
COC(=O)CC1C(=O)n2nc(NCc3ccc(Br)cc3)nc2N=C1C (configuration not stated) | 3
COC(=O)c1c(NC(=O)C2C3C=CC(C3)C2C(=O)O)sc2c1CCCCCC2 (configuration not stated) | -2
Cc1ccc2cc(C3=CCC(=O)O3)ccc2c1 | 20
CC=C(c1ccc(SC)cc1)c1ccc(SC)cc1 | 0
COC(=O)c1cccc2c1N[C@@H](c1ccncc1)[C@H]1CC=C[C@@H]21 | 0
Cc1cc(C)n(-c2nnc(Nc3ccc(C(C)C)cc3)c3ccccc23)n1 | -2
CCCc1[nH]nc2c1C(c1ccccc1OCC)C(C#N)C(=N)O2 (configuration not stated) | -2
O=C1Oc2c(ccc3ccccc23)C1(O)C(F)(F)F (configuration not stated) | -5
Cc1ccc2c(Cl)c(C(=O)Nc3nc4ccc(Cl)cc4s3)sc2c1 | 4
COc1ccc(CNCc2c(C(=O)O)c(C)n(Cc3ccccc3C)c2C)c(OC)c1 | -3
O=C1CC(c2ccc(Cl)cc2)c2cc3c(cc2N1)OCCO3 (configuration not stated) | -10
O=C(NCCc1ccccc1)C1CCN(C(=O)c2ccccc2F)CC1 | 3
Cc1ccc(C2NC(=O)N3C(c4ccc(C)cc4)NC(=O)N23)cc1 (configuration not stated) | -3
O=C(COc1ccccc1Cl)OCc1cc(=O)n2nc(-c3cccs3)sc2n1 | -1
COc1ccc(-c2cccc(-c3ccn(CC4CCCCO4)n3)c2)nn1 (configuration not stated) | 8
Cc1oc(C(C)(C)C)cc1C(=O)NCCO | 6
CCc1nonc1NC(=O)c1oc2ccc(Br)cc2c1C | 2
CCn1ncc(CN2CCC3(CCCN(CCOC)C3)C2)c1C (configuration not stated) | 8

Reformatted: results already given.
Compound,RBX1-CUL1 inh
CCCc1[nH]nc2c1C(c1ccccc1OCC)C(C#N)C(=N)O2 (configuration not stated),-2
O=C1Oc2c(ccc3ccccc23)C1(O)C(F)(F)F (configuration not stated),-5
Cc1ccc2c(Cl)c(C(=O)Nc3nc4ccc(Cl)cc4s3)sc2c1,4

Other entries.
SMILES | RBX1-CUL1 inh
CC1(C)CC(=O)c2ccc3ccccc3c2O1 | 1
CCNC(=O)c1cccnc1Nc1cccc(C(F)(F)F)c1 | 4
CCC(C)N1C(=O)S/C(=C/c2cccs2)C1=O (configuration not stated) | 5
COCc1cc(CNC(=O)c2ccc(C3CCCN3C3CCCC3)s2)[nH]n1 (configuration not stated) | -5
Cc1cccc(CNC(=O)C2CCCN(C3CCN(C(=O)C4CC4)CC3)C2)c1 (configuration not stated) | -4
CCc1ncc(CN2CCOC(CCCc3ccccc3)C2)cn1 (configuration not stated) | 6
S=c1[nH]nc(-c2ccc(Br)cc2)n1-c1ccc(Br)cc1 | 12
CCN1CCN(c2nc(CSc3ccc(C)cc3)cc(=O)[nH]2)CC1 | 6
CCOc1ccc(C2CC(=O)NC3=C2C(=O)CCC3)cc1Cl (configuration not stated) | -8
CCc1nc(C)cn1S(=O)(=O)c1ccc(Cl)c(Cl)c1OC | -3
Cc1ccc(C(=O)N2CCCCC2)cc1NC(=O)c1nsc2ccccc12 | -7
Cc1cccc(CCn2c(=O)c3ccccc3n(Cc3cccc(F)c3)c2=O)c1 | 5
O=C(Nc1ccc(F)cc1)c1ccc(-c2ccc(Br)cc2)o1 | 12
CCOc1ccc(C(=O)NCc2nc(-c3ccc(Cl)cc3)no2)cc1OCC | -8
Cc1cccc(C)c1NC(=O)CN1C(=O)c2ccccc2Sc2ncccc21 | -3

The closing 7 entries of the part before are carried over, then new ones follow:
SMILES | RBX1-CUL1 inh
CCOc1ccc(C2CC(=O)NC3=C2C(=O)CCC3)cc1Cl (configuration not stated) | -8
CCc1nc(C)cn1S(=O)(=O)c1ccc(Cl)c(Cl)c1OC | -3
Cc1ccc(C(=O)N2CCCCC2)cc1NC(=O)c1nsc2ccccc12 | -7
Cc1cccc(CCn2c(=O)c3ccccc3n(Cc3cccc(F)c3)c2=O)c1 | 5
O=C(Nc1ccc(F)cc1)c1ccc(-c2ccc(Br)cc2)o1 | 12
CCOc1ccc(C(=O)NCc2nc(-c3ccc(Cl)cc3)no2)cc1OCC | -8
Cc1cccc(C)c1NC(=O)CN1C(=O)c2ccccc2Sc2ncccc21 | -3
CC(C)n1ccc2c(cnc3nc(-c4ccccc4)nn32)c1=O | 0
Cc1ccc(C(=O)Oc2ccc(C(=O)Cn3cnc4ccccc4c3=O)cc2)cc1 | -7
CCOc1ccc(C2NC(=O)N=C(C)C2C(=O)OCC(F)(F)F)cc1 (configuration not stated) | -6
CCOc1ccc2nc(SCc3nc(N)nc(N4CCOCC4)n3)sc2c1 | -3
COc1cc(CC2=NC(=S)N(c3ccc(C)c(C)c3)C2=O)ccc1O | 8
Cc1ccccc1-c1nnc(-c2ccccc2)nn1 | -2
Cc1ccc(S(=O)(=O)N2CCCC(C(=O)O)C2)cc1 (configuration not stated) | 1
CCCCOC(=O)Nc1nnc(-c2ccc(OC)c(OC)c2)s1 | 6
Cc1ccc(Cl)cc1NC(=O)CCS(=O)(=O)c1ccc2c(c1)n(C)c(=O)c(=O)n2C | 0
O=C(c1ccc(OC2CCN(Cc3c[nH]c4ccccc34)CC2)cc1)N1CCCC1 | -1
COc1ccc2c(c1)OC(C)CN(CCNC(=O)c1cc(Cl)ccc1F)C2 (configuration not stated) | -4
CC(C)OCC(O)CN1CCN(C)CC1 (configuration not stated) | -4
Cc1nn(-c2cc(Oc3ccccc3F)ncn2)c(N)c1C(N)=O | -6
Cc1c(C(=O)NCc2ccc(Cl)cc2)sc2nc3n(c(=O)c12)CCCCC3 | 3
O=S(=O)(c1ccc(Cl)cc1)c1nnn2c1nc(NCc1ccc3c(c1)OCO3)c1sccc12 | -3

Ordered by molecular weight (lowest first): 5 of the compounds above.
SMILES | RBX1-CUL1 inh
CC(C)OCC(O)CN1CCN(C)CC1 (configuration not stated) | -4
Cc1ccccc1-c1nnc(-c2ccccc2)nn1 | -2
COc1cc(CC2=NC(=S)N(c3ccc(C)c(C)c3)C2=O)ccc1O | 8
CCOc1ccc2nc(SCc3nc(N)nc(N4CCOCC4)n3)sc2c1 | -3
O=S(=O)(c1ccc(Cl)cc1)c1nnn2c1nc(NCc1ccc3c(c1)OCO3)c1sccc12 | -3

Other compounds:
SMILES | RBX1-CUL1 inh
CCOc1ccc(Cn2c(CNS(=O)(=O)c3cccs3)nc3cccnc32)cc1 | -1
COC(=O)c1nnn(-c2cccc(C)c2)c1N | -5
COc1cccc(CC2CN(Cc3cccc(C)n3)CCO2)c1 (configuration not stated) | -3
N#Cc1c(NC(=O)CCC2CCCC2)sc2c1CCCCCC2 | -3
COc1ccc(NC(=O)C2C(C)=Nc3ncnn3C2c2ccccn2)cc1 (configuration not stated) | 0
CSc1ccccc1NC(=O)C1C2CCC(C2)C1C(=O)O (configuration not stated) | 2
O=C1NC(c2ccc(Cl)cc2)C(C(=O)c2ccc(Cl)cc2)C1=O (configuration not stated) | 14
COc1ccc(S(=O)(=O)Nc2ccc(-c3cn4ccsc4n3)cc2)cc1C | 4
CCN1CCN(C(=O)CCC2CCN(C(=O)c3snnc3C)CC2)CC1 | 2
CCn1ncc(NC(=O)Cn2cc(-c3ccc4c(c3)CCCN4C(C)=O)cn2)n1 | -4
Cc1ccc(OCC(=O)Nc2ccc3[nH]c(=O)sc3c2)cc1 | -1
CCSc1ncc(Cl)c(C(=O)Nc2c(C(=O)c3ccc(C)c(F)c3)oc3ccccc23)n1 | 0
Cc1cccc(NC(=O)CN2C(=O)N=C(Cc3ccc(-c4cccc(C(=O)O)c4)o3)C2=O)c1 | 10
O=C(Cn1cnc2onc(-c3ccc(F)cc3)c2c1=O)Nc1ccc(F)c(Cl)c1 | 6
COc1ccc(CCNC(=O)CSC(=S)N(C)C)cc1OC | -3
CC(C)(C)C1=CC(O)(C(C)(C)C)OC1=O (configuration not stated) | 6
CCOCC(=O)Nc1nc2ccc(Cl)cc2s1 | 5
CCCSc1nc(N)c2c3c(sc2n1)CCCC3 | 2
CCOC(=O)c1ccc(NS(=O)(=O)c2cc(Cl)ccc2OC)cc1 | 6
CCc1ccccc1NC(=O)Cn1nnc(C(=O)NCc2ccccc2Cl)c1N | -2
COC(=O)c1cccc(N2C(=O)c3c(Cl)c(Cl)c(Cl)c(Cl)c3C2=O)c1 | -5
O=S(=O)(Cc1c(F)cccc1Cl)N1CCCCCC1 | 11
CC1=NN(C(=O)CC23CC4CC(C2)CC(n2ncnn2)(C4)C3)C(O)(C(F)(F)F)C1 (configuration not stated) | -3
COc1ccc(N2CCN(C(=O)c3nn(C)c4c3CS(=O)(=O)c3ccccc3-4)CC2)cc1 | 6
COCCNc1nc2c(c(=O)n(Cc3cccc(Br)c3)c(=O)n2C)n1C | -2
O=C(c1c(F)cccc1Cl)N1CCN(S(=O)(=O)c2ccccc2)CC1 | -2
COC(=O)c1ccccc1-c1ccc(/C=C2/C(=O)N(c3ccccc3)N=C2C)o1 | 7
CCOC(=O)c1ccc(NC(=O)c2nc(SC(C)C)ncc2Cl)cc1 | 2
CNc1ccccc1C1OC(=O)c2ccccc21 (configuration not stated) | 8
COc1ccc(NC(=O)CSc2nc(-c3ccccc3)c3ccccc3n2)cc1 | -7
CCN(CC)CCN1C(=O)c2ccccc2NC1c1ccccc1F (configuration not stated) | 4
Cc1ccc(CNC(=O)c2ccc(Cn3c(=O)c4ccccc4n(CC(=O)Nc4ccc(C)cc4)c3=O)cc2)cc1 | 6
CN(C)c1ncc2c(n1)CCCC2NCc1ccc(CO)o1 (configuration not stated) | -5
CC(=O)N1CCC[C@H]1C(=O)NCc1cccnc1N1CCCCCCC1 | 2
O=C(CCSCCC(=O)Nc1ncccc1Cl)Nc1ncccc1Cl | -13
O=C(COC(=O)c1ccncc1)c1ccc2ccccc2c1 | 1
O=C(CCCn1c(=O)c2cccn2c2cccnc21)NCCc1ccc(Cl)cc1 | 8
CCOC(=O)c1ccccc1NC(=O)c1cnc(N2CCOCC2)c2ccccc12 | -4
COc1ccc(NC(=O)C(=O)NCC(c2cccnc2)N2CCc3ccccc32)cc1OC (configuration not stated) | -1
COc1ccc(C2C3=C(CC(C)(C)CC3=O)N(c3ccccc3C#N)C(=N)C2C#N)cc1O (configuration not stated) | -3
CC(=O)c1cc(C#N)c2ccccn12 | 4
Cc1csc2ccc(C(=O)O)cc12 | -4
CCC(NC(=O)Nc1sc2c(c1C(N)=O)CCC2)(C(F)(F)F)C(F)(F)F | 0
Cc1nn(Cc2ccc(Cl)c(Cl)c2)c(C)c1NC(=O)c1ccccc1OC(F)F | 3
CC(NC(=O)c1cccs1)c1cc2c(cc1Cl)OCCCO2 (configuration not stated) | 2
COc1ccc(CNC(=O)CCc2c(C)nn(-c3ccc(N4CCCC4)nn3)c2C)c(OC)c1 | 7
O=C(CSc1nncn2c1cc1sccc12)Nc1ccc(Br)cc1F | 1
Fc1ccccc1-c1nn2c(-c3ccccn3)nnc2s1 | 0
Cc1ccc(C(=O)Nc2ccccc2OC(C)C)cc1 | 0
COC(=O)c1c(-c2ccccc2)nn(N2C(=O)c3ccccc3C2=O)c1C(=O)OC | -7
Cc1nc(CN)cc(NCC(c2ccc(Cl)cc2)N2CCCCC2)n1 (configuration not stated) | 18
